# 3T3 cytotox = kills NIH 3T3 cells; AID 1345082; hit rate 4.3% among 94,000; Potency, µM (series often up to 96.7 µM), for the others: at the top dose activity change, negative = cytotoxicity, most hits filed as inhibitors; NIH 3T3 viability, CellTiter-Glo ATP luminescence, 48-72 h; note: potency is the fitted concentration of half-maximal effect; nearly all actives have a fitted effect of over 55% in size
#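 NIH 3T3 cells at 400 cells/well received 23 nL of compound by pintool and were incubated 48 or 72 h at 37 °C. Viability was read as ATP-coupled CellTiter-Glo luminescence.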
# HEK293 tox = cytotoxic compounds in HEK 293 cells. hit rate 6.6% among 94,000. HEK 293 viability, ATP luminescence (CellTiter-Glo), 48-72 h. Potency, µM (series often up to 115 µM), for inactives: top-dose activity change, negative = cytotoxicity, hits mostly inhibitors; note: potency is the fitted concentration of half-maximal effect; nearly all actives have a fitted effect of over 60% in size
#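 Luminescence from cellular ATP, measured with CellTiter-Glo, indicates HEK 293 viability. Cells plated at 250 cells/well are treated with compound for 48 or 72 hr at 37 degree Celsius before reagent addition.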
# GPT2 inhibitor = blocks human glutamate pyruvate transaminase 2; Q8TD30; Recombinant GPT2, coupled pyruvate oxidase/HRP Amplex Red fluorescence; Potency, µM (titrated, usually from 57.7 µM), without a hit: at the top dose activity change, negative = inhibition, usual class: inhibitors; hit rate 0.25% among 100,000; note: potency is the fitted concentration of half-maximal effect; nearly all actives have a fitted effect of over 60% in size; many of its hits are not listed in these tables
# Target sequence (Q8TD30 whole entry, looked up): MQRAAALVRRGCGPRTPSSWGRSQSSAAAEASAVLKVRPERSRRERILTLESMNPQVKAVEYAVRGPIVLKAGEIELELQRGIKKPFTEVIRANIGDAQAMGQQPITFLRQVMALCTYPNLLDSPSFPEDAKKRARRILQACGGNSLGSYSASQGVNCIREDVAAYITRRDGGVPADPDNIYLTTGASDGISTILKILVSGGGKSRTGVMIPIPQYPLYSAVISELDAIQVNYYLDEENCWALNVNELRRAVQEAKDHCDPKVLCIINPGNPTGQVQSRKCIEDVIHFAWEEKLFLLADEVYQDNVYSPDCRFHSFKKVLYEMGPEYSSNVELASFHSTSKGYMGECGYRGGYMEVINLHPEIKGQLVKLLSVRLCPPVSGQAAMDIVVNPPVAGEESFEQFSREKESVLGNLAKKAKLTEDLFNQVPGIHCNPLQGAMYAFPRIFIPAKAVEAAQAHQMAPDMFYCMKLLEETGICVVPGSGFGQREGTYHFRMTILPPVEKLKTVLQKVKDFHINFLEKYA
#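 Fluorescence read-out: pyruvate from GPT2 turnover coupled to pyruvate oxidase, HRP and Amplex Red (0.2mM ThPP, 0.2U/mL PO and HRP, 50uM Amplex final). Substrates 250uM a-KG, 2mM L-alanine; enzyme 10ng/uL; 30 min RT.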
# IP6K1 inh = IP6K1 kinase inhibition. IP6K1 kinase, ADP-Glo luminescence, 2 h; hits give low values. activity change, % (series mostly up to about 58 µM). AID 1645851. hit rate 0.81% among 140,000. Q92551; in the data active = activity change below about -25%
#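 ADP-Glo luminescence measures ADP made by human IP6K1 during a 2 h RT reaction with ATP/IP6 (mix at 1.3 mM/130 uM); top library doses 57.5 and 19.1 uM final.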
# SNCA expr inhib = SNCA gene expression inhibition. HEK-293 SNCA-luciferase knock-in, luminescence, 24 h. Potency, µM (doses to about 57.2 µM), for inactives: at the highest dose activity change, negative = inhibition, actives largely listed as inhibitors. hit rate 0.17% among 140,000. AID 1671194;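 note: potency is the fitted concentration of half-maximal effect; plate controls were DMSO cells for no effect and cell-free wells for full effect; nearly all actives have a fitted effect of over 45% in size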
# FLuc inh = inhibitors of firefly (Photinus pyralis) luciferase; hit rate 2.5% among 76,000; P08659; purified P. pyralis luciferase, luminescence, biochemical; Potency, µM (series often up to 115 µM), without a hit: top-dose activity change, negative = inhibition, usual class: inhibitors; note: potency is the fitted concentration of half-maximal effect; nearly all actives have a fitted effect of over 65% in size
# Target sequence (P08659 whole entry, looked up): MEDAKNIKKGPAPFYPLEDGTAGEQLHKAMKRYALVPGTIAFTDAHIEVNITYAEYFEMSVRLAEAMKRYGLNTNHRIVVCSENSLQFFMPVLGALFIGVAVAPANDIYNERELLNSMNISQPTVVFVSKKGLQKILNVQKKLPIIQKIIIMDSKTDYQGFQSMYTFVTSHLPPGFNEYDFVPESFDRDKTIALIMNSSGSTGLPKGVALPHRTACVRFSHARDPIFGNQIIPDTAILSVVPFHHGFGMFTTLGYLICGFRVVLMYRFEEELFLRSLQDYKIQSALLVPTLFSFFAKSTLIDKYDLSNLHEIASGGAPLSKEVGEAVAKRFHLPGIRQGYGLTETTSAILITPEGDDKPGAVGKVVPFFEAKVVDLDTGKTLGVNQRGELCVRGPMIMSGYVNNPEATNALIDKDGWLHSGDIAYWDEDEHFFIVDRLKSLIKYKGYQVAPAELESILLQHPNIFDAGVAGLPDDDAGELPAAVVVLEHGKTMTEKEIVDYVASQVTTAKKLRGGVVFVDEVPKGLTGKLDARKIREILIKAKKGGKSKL
#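 Purified 10nM P. pyralis luciferase with 10uM D-luciferin and 10uM ATP in 50mM Tris acetate pH 7.5, 10mM Mg acetate, 0.01% Tween-20, 0.05% BSA. qHTS titration; luminescence read by CCD imager.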
# SNCA viab count = reduces viability of HEK-293 SNCA reporter cells; hit rate 0.12% among 150,000; HEK-293-SNCA-luc viability, GF-AFC fluorescence, 24 h; Potency, µM (doses to about 57.1 µM), for the others: at the highest dose activity change, negative = cytotoxicity, hits mostly cytotoxic; AID 1671193;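 note: potency is the fitted concentration of half-maximal effect; 0% = DMSO-treated cells and -100% = medium-only wells without cells; nearly all actives have a fitted effect of over 30% in size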
#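 HEK-293-SNCA-luc cells (1500/well) plated 24 h, then exposed 24 h to a dilution series; GF-AFC added 30 min at 37C, fluorescence 405/540 nm; normalised to medium-only and DMSO wells, Hill fit.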
# Numbers without * were called inactive; i = inactive; ? = inconclusive; / = no result given; [ ] = another dose, or the depositor's remark. Unless noted, calls come from the whole dose curve; as a rule, active = well fitted curve in the direction sought with a large enough effect; inconclusive = small, poorly fitted or top-dose-only effect, or another doubt; inactive = no such curve, though single readings can be large; an effect the other way counts as inactive or inconclusive. Unless noted, % is set by controls: 0 for no effect and ±100 for the full control effect.
# A first look, 5 compounds:
SMILES,3T3 cytotox,HEK293 tox,GPT2 inhibitor,IP6K1 inh,SNCA expr inhib,FLuc inh,SNCA viab count
CCc1ccccc1NC(=O)C1COc2ccccc2C1 (stereo not given),/,/,/,24,41%[activator],/,-6%
CCNC(=O)Nc1ccc(OCC(=O)N2CCC(C)CC2)nc1,-2%,?,i,3,-2%,-1%,1%
Cc1cccc(N2CCN(C(=O)CN3C(=O)COc4ccc(S(=O)(=O)N5CCCC5)cc43)CC2)c1C,/,/,/,-8,-18%,/,5%
COc1ccc(N2CCN(CCCNC(=O)c3ccc4nc(CCc5ccccc5)oc4c3)CC2)cc1,/,/,/,45,6%,/,1%
Cc1ccc(-c2cc3c(=O)n(CCNC(=O)Cc4ccsc4)ccn3n2)cc1C,?,?,-6%,-11,33%[activator],5µM*,-7%

# Results, from the start:
SMILES,3T3 cytotox,HEK293 tox,GPT2 inhibitor,IP6K1 inh,SNCA expr inhib,FLuc inh,SNCA viab count
CCc1ccccc1NC(=O)C1COc2ccccc2C1 (stereo not given),/,/,/,24,41%[activator],/,-6%
CCNC(=O)Nc1ccc(OCC(=O)N2CCC(C)CC2)nc1,-2%,?,i,3,-2%,-1%,1%
Cc1cccc(N2CCN(C(=O)CN3C(=O)COc4ccc(S(=O)(=O)N5CCCC5)cc43)CC2)c1C,/,/,/,-8,-18%,/,5%
COc1ccc(N2CCN(CCCNC(=O)c3ccc4nc(CCc5ccccc5)oc4c3)CC2)cc1,/,/,/,45,6%,/,1%
Cc1ccc(-c2cc3c(=O)n(CCNC(=O)Cc4ccsc4)ccn3n2)cc1C,?,?,-6%,-11,33%[activator],5µM*,-7%
O=C(c1cccc(Cl)c1)N1CCC2(CC1)CC(=O)N(c1ccccc1)c1ccccc1O2,?,?,i,-8,?,-9%,-12%
COc1ccccc1N1CCN(S(=O)(=O)c2c(C)sc3ncn(CC(=O)Nc4ccc(C(F)(F)F)cc4)c(=O)c23)CC1,/,/,/,13,-2%,/,3%
COc1cccc(CN2C(=O)OC3(CCN(Cc4ccccc4OC)CC3)C2(C)c2cccnc2)c1 (stereo not given),-31%,?,2%,-2,4%,-15%,5%
Cc1cccc(-c2nc3c4ccccc4nc(N4CCN(c5ccc(F)cc5)CC4)n3n2)c1,/,/,/,-5,1%,/,2%
O=C(O)c1ccccc1C(=O)N[C@H]1CO[C@H]2[C@@H]1OC[C@@H]2n1nnnc1-c1ccc2c(c1)OCO2,-8%,-5%,?,-4,-3%,2%,2%
Cc1ccccc1-n1nc(C)c(CCC(=O)N2CCSCC2)c1Oc1ccccc1F,?,?,1%,-1,-29%,1%,-18%
CN1CCN(c2ccc(-c3cc4c(ccn4C)c(C(=O)NCCC(N)=O)n3)cc2)CC1,79µM*,71µM*,2%[88.5 µM],6,14%[87.6 µM],7.1µM*,0%[87.6 µM]
CN1C(=O)[C@H]2CN(Cc3ccc(Cl)c(F)c3)C[C@H]2C1=O,-8%,-23%,i,8,-15%,-6%,6%
COCC(=O)N1CCC2(CCN(Cc3cccc(C)n3)CC2)C(CO)C1 (stereo not given),5%,i,1%,23,-1%,0%,-1%
O=C(NC[C@H]1OC[C@@H](N(Cc2ccccn2)Cc2ccccn2)[C@@H]1O)C1CCCC1,?,4%[172 µM],4%[88.5 µM],-15,11%[87.6 µM],14%[172 µM],-1%[87.6 µM]
Cc1cc(C)cc(C(=O)NCCn2cccc2-c2nc(-c3ccc4c(c3)OCO4)no2)c1,?,?,-12%,-5,9%,?,-19%
N#Cc1ccccc1NC(=O)Cn1cnc2onc(-c3cccc(F)c3)c2c1=O,/,/,/,39,-1%,/,11%
Cc1cc2cc(C(=O)N3CCC4(CC3)C(=O)N(C)c3ccccc34)ccc2o1,-33%,?,4%,9,-26%,-5%,-6%
COc1ccc2c(c1)OCC(C(=O)NCc1nnnn1-c1ccccc1)C2 (stereo not given),-7%,3%,1%,13,?,1%,1%
C=C(C)[C@@H](C)[C@H]1O[C@]23C[C@]4(CO2)C(CCC2[C@@]5(C)CC[C@H](O[C@@H]6OC[C@H](O)[C@H](O[C@@H]7O[C@H](CO)[C@@H](O)[C@H](O)[C@H]7O)[C@H]6O[C@@H]6O[C@@H](CO)[C@H](O)[C@H]6O)C(C)(C)C5CC[C@]24C)C3[C@@](C)(O)[C@@H]1OC(C)=O (stereo not given in full),/,/,2%[17.1 µM],11,/,/,-2%[12.5 µM]
C=CCN1CCc2ccccc2N(CC(O)COc2ccc(OC)cc2)CCC1=O (stereo not given),?,-21%[57.5 µM],5%[27.3 µM],20,16%[25.6 µM],/,6%[23.9 µM]
COc1cccc(OCc2nc3ccccc3n2CCOc2ccccc2C)c1,/,/,/,-1,36%[activator],/,2%
CCOC(=O)c1cnc2c(ccc3ccccc32)c1Nc1ccccc1O,/,/,/,2,31%,/,-1%
COc1ccccc1N1CCN(C(=O)CCc2conc2-c2ccc(C)cc2)CC1,?,?,i,5,-14%,?,-4%
NC(=O)CO[C@@H]1CO[C@H]2[C@@H]1OC[C@@H]2NC(=O)C1CCCCC1,-11%[174 µM],-4%[172 µM],-11%[88.5 µM],11,-9%[87.6 µM],-14%[172 µM],4%[87.6 µM]
O=C(CSc1nnc(-c2ccccc2)o1)N1CCCc2ccccc21,/,/,/,-11,50%[activator],/,7%
Cc1ccc(CCNC(=O)CN2C(=O)COc3ccc(S(=O)(=O)N4CCCC4)cc32)cc1,/,/,/,23,35%[activator],/,-11%
CC(C)Cc1ccc(S(=O)(=O)N(C)CC2CCOC2)cc1 (stereo not given),-22%,?,?,24,3%,2%,5%
COc1ccccc1NC(=O)Nc1ccnn1C1CCN(C(=O)CCN)CC1,-2%,-1%,?,7,-21%,10%,-3%
Cc1nn2c(c1-c1ccccc1C(C)C)N(C(=O)c1cccc(C#N)c1)CCC2,?,?,-8%[88.5 µM],1,?,5%[172 µM],-3%[87.6 µM]
Cc1ccc(NC(=O)Cn2c(=O)n(CC3CCCO3)c(=O)c3ccccc32)cc1 (stereo not given),/,/,/,-6,-10%,/,-18%
CC(=O)c1cc(CN2CCCC(C(=O)c3cccc(OC(C)C)c3)C2)cs1 (stereo not given),?,?,-7%,-5,?,-3%,6%
Cc1ccccc1-c1onc(C)c1C(=O)NCc1cccc(F)c1F,-24%,?,i,-10,19%,2%,11%
Cc1cc(C)c2c(n1)nn1c(C)c(CCC(=O)Nc3cccc(C)c3C)c(C)nc21,/,/,/,7,14%,/,-4%
CCC(Cn1ccnc1)NC(=O)c1cccc(NCc2ccc(F)cc2)c1 (stereo not given),?,?,-9%,10,-5%,10%,-3%
CSc1ccc(CNC(=O)C2CCN(C(=O)c3ncn4c3COC(c3ccccc3)C4)CC2)cc1 (stereo not given),i,9%,3%,-8,20%,13µM*,-7%

# Complete entries as entered above.
# Record of `NC(=O)CO[C@@H]1CO[C@H]2[C@@H]1OC[C@@H]2NC(=O)C1CCCCC1` : 3T3 cytotox = -11%[174 µM]; HEK293 tox = -4%[172 µM]; GPT2 inhibitor = -11%[88.5 µM]; IP6K1 inh = 11; SNCA expr inhib = -9%[87.6 µM]; FLuc inh = -14%[172 µM]; SNCA viab count = 4%[87.6 µM]
# Record of `CSc1ccc(CNC(=O)C2CCN(C(=O)c3ncn4c3COC(c3ccccc3)C4)CC2)cc1` (stereo not given) : 3T3 cytotox = i; HEK293 tox = 9%; GPT2 inhibitor = 3%; IP6K1 inh = -8; SNCA expr inhib = 20%; FLuc inh = 13µM*; SNCA viab count = -7%

# Remaining list, next part
SMILES,3T3 cytotox,HEK293 tox,GPT2 inhibitor,IP6K1 inh,SNCA expr inhib,FLuc inh,SNCA viab count
CCCCCNC(=O)Cc1csc2nc(C)c(-c3cc(C)n(-c4cc(Cl)ccc4C)n3)c(=O)n12,?,?,-10%,-4,-17%,6%,-24%
COc1ccccc1N1CCN([C@H]2[C@@H]3OC[C@@H](O3)[C@@H](NCc3ccc(F)cc3)[C@@H]2O)CC1,-2%,-16%,-7%,14,11%,7%,-1%
COc1ccc(CN[C@@H]2CCC[C@@H](C(=O)N(C)Cc3cccnc3)CC(=O)N(C)C2)cc1,1%,-27%,1%,-6,-25%,0%,-3%
O=c1c2sc3ccccc3c2n(Cc2cccc(C(F)(F)F)c2)c(=O)n1-c1ccccc1,/,/,/,1,-14%,/,?
COc1cc2c(cc1NC(=O)C(C)Oc1ccccc1)oc1ccccc12 (stereo not given),/,/,/,10,203%[activator],/,13%
COc1ccc(-c2nc(C)c(CCNS(=O)(=O)c3cc(Cl)ccc3Cl)s2)cc1,/,/,/,-1,12%,/,?
Cc1cccc2nc(-c3ccc(N(C)C)cc3)c(Nc3ccc4c(c3)OCO4)n12,/,/,/,-7,48%[activator],/,-9%
CCOCCNC(=O)C1CCCCN1Cc1ccc(-c2cc(F)ccc2OC)cc1 (stereo not given),40µM*,?,/,-11,/,/,/
Cc1nn2c(C)c(C(=O)N3CCN(c4ccccc4F)CC3)cnc2c1-c1ccc(F)cc1,/,/,/,-2,-12%,/,-8%
COCc1cc(C[C@H]2CNCC[C@H]2CC(=O)N2CCc3cc(OC)c(OC)cc3C2)no1,-17%,-13%,i,32,10%,-3%,-6%
CCc1ccc(C(=O)c2cn(CC(=O)Nc3cc(OC)ccc3OC)c3nc(C)ccc3c2=O)cc1,/,/,/,0,4%,/,7%
Cc1cccc(N2CCN(C(=O)c3cn(CC(C)C)c(=O)c4c3c3ccccc3n4C)CC2)c1C,/,/,/,-16,37%[activator],/,?
COCCn1ccc2c(OCC(=O)Nc3cccc(OC)c3)cccc2c1=O,/,/,/,2,26%,/,-6%
Cc1oc2ccn(Cc3cccc(F)c3)c(=O)c2c1C(=O)N(C)Cc1ccccc1,?,?,i,6,2%,?,5%
COc1ccc(-c2nc3ccccc3s2)cc1NC(=O)COc1cccc(C)c1,/,/,/,12,118%[activator],/,10%
Cc1ccc(-c2nc(C(=O)N3CCN(c4ccccc4)CC3)no2)cc1,?,?,i,3,23%,13µM*,3%
CC(C)NC(=O)C1CC(=O)N(c2n[nH]c3ccccc23)C1 (stereo not given),0%,2%,-5%,-1,-3%,0%,1%
CS(=O)(=O)c1ccc(CN2CCN3C(=O)N(c4ccccc4)C[C@H]3C2)cc1,?,?,i,7,-20%[87.6 µM],4%[172 µM],-1%[87.6 µM]
COC(=O)c1cc(NC(=O)CCc2c(C)nc3c4c(C)cc(C)nc4nn3c2C)cc(C(=O)OC)c1,/,/,/,-6,-20%,/,-2%
COc1ccc(-c2cc3ncc(C(=O)c4cc([N+](=O)[O-])ccc4O)cn3n2)cc1,/,/,/,-8,15%,/,9%

# Source: PubChem BioAssay (National Center for Advancing Translational Sciences (NCATS))

# The list is partial, so the mix of outcomes need not match the whole.
